Source: PubChem BioAssay
RMI FANCM FP – RMI-FANCM interaction inhibition. Fluorescence polarization, RMI core complex with F-MM2 peptide; stronger effect = lower value. FP signal (polarization) at 33 µM. actives 0.58% (n = 70,000). AID 1159607; in the data active = FP signal below about 40; note: inactives centre near 61; strong numbers were not always called active; unit not given here
* marks the source's active call; other numbers are inactive results; & = joins results of further samples.

SMILES | RMI FANCM FP
Nc1ccc(SCC(=O)O)c(C(=O)O)c1 | 52
O=C(CSC1=Nc2cccnc2Nc2ccccc21)Nc1cc(Cl)ccc1Cl | 59
CCOC(=O)C1CCCN(CC(O)COc2ccccc2Br)C1 (centres undefined) | 62
CCCCOc1ccc(C(=O)NCC2CCN(Cc3ccco3)CC2)cc1 | 80
COc1cc(C(C)=O)ccc1OCC(=O)NCCn1nc(-c2ccc(C)cc2)ccc1=O | 67
C/C=C(\C)C(=O)Nc1nncs1 | 56
CC1(C)CCc2cc(S(=O)(=O)NCCN3CCCC3)ccc2O1 | 77
Cc1onc(-c2ccccc2Cl)c1C(=O)NC(=S)N=S(C)(=O)c1ccccc1 (centres undefined) | 55
COc1ccccc1CCNC(=O)C(=O)Nc1ccccc1F | 61
Cc1nnc(C2CCCN(S(C)(=O)=O)C2)s1 (centres undefined) | 60
Cn1c(=O)sn(-c2cccc3ccccc23)c1=O | 63
Cc1cccc(C)c1NC(=O)Cn1c(C)nc2c(sc3ccccc32)c1=O | 102
O=C(O)/C=C/C(=O)NCCNc1ncc(C(F)(F)F)cc1Cl | 55
O=C(Oc1cccc2c1CCC2=O)c1ccccc1 | 60
CCSc1ccccc1C(=O)Nc1nnc(-c2ccccc2Cl)o1 | 54
O=C(CSc1nc2c(cnn2CCO)c(=O)[nH]1)N1CCCCCC1 | 55
COC(=O)c1ccc2c(=O)n(CCCC(=O)N3CCN(c4cccc(C)c4C)CC3)c(=S)[nH]c2c1 | 63
O=C(c1cn(-c2cccc(Cl)c2)nn1)N1CCc2ccccc2C1 | 66
COc1ccc(-n2nnnc2CNS(=O)(=O)c2ccc3c(c2)OCCO3)cc1 | 55
O=C(NCCNS(=O)(=O)c1cccc(Cl)c1)c1ccc(NC(=O)C2CC2)cc1 | 63
COC(=O)c1cnc2cc(C(F)(F)F)ccc2c1OC | 63
O=C(Nc1nnc(-c2cc3ccccc3o2)o1)c1ccco1 | 54
C=CCN1C(=O)CN2c3ccccc3C(C)(C)C12C (centres undefined) | 43
O=C(Nc1ccc(C(F)(F)F)cc1)N1CCN(c2ccc(-c3ccco3)nn2)CC1 | 84
N/C(=N/O)C1(c2ccc(Cl)cc2Cl)CC1 | 59
O=Cc1cnc2ccccc2n1 | 59
CCOC(=O)C(Sc1n[nH]c(C(F)(F)F)n1)C(C)=O (centres undefined) | 58
CC1C(=O)N2CCCc3cc(NC(=O)C(=O)NCc4ccco4)cc1c32 (centres undefined) | 52
CC(C)(C)C(=O)N1CCc2ccc(NS(=O)(=O)c3ccc4c(c3)OCCO4)cc21 | 69
CCOc1ccccc1N/C=C(\C#N)C(=O)NC1CCCCC1 | 79
Cc1c(Cl)cccc1NC(=S)NC(C)C(c1cccs1)N1CCOCC1 (centres undefined) | 60
CCOCCn1c(=NC(=O)CSCC(=O)N2CCOCC2)sc2cc(OC)ccc21 | 73
O=C(c1ccno1)N1CCN(c2nc3ccc([N+](=O)[O-])cc3s2)CC1 | 50
Cc1noc(-c2ccccc2)c1NC(=O)Nc1ccc(Cl)cc1 | 63
OCC(S)CS (centres undefined) | 58
O=C(CSc1ccc2nnc(-c3cccc(F)c3)n2n1)c1ccccc1 | 60
CC(C)CCn1c(SCc2nc(-c3ccccn3)no2)nc2ccsc2c1=O | 71
CCOC(=O)c1sc(NC(=O)COCC(=O)Nc2cc(C)c(C(=O)OCC)s2)cc1C | 62
CCc1cccc(C)c1NC(=O)CSc1nc2c(-c3ccc(C)cc3)csc2c(=O)n1C | 111
O=C(O)CCCN1C(=O)S/C(=C\c2ccc(Cl)cc2)C1=O | 60
CCCN1CCCc2cc(CCNC(=O)CCc3ccc(OC)cc3)ccc21 | 63
CS(=O)(=O)N1CCCC1C(=O)Nc1nc(-c2cccnc2)cs1 (centres undefined) | 66
O=c1cc(C(F)(F)F)[nH]c2n[nH]c(-c3cccs3)c12 | 56
COc1cccc(-c2nc(CSc3nc4ccccc4c(=O)n3Cc3ccco3)c(C)o2)c1OC | 59
CCC(=O)Nn1cnc2c(cnn2-c2cccc(Cl)c2)c1=O | 63
O=C(CCCn1nc(-c2cccs2)ccc1=O)Nc1nc2ccccc2s1 | 69
Cc1ccc(S(=O)(=O)N2CCC(c3nnc(-c4ccco4)o3)CC2)c(C)c1 | 60
S=c1[nH]nc(NC2CCCCC2)s1 | 55
O=C(Cc1cccs1)Nc1cc(C(F)(F)F)ccc1OCC(F)(F)F | 59
Cc1nn(C)c(C)c1NS(=O)(=O)c1cc(Cl)sc1Cl | 60
CCc1nc2c(sc3cccc(F)c32)c(=O)n1CC(=O)NCc1ccc(Cl)cc1 | 127
CCC(=O)Nc1ccc(S(=O)(=O)NCCOc2ccc3nnc(C)n3n2)cc1 | 65
COc1cccc(OCC(=O)Nc2ccc3c(c2)OCC(C)(C)C(=O)N3CCC(C)C)c1 | 70
O=C(OCCN1CCCCC1)c1c[nH]c2ccccc12 | 57
COC(=O)c1ccc2c(c1)[nH]c(=S)n1c3ccccc3nc21 | 65
O=S(=O)(Nc1ccc(-c2csnn2)cc1)c1cc(C(F)(F)F)cc(C(F)(F)F)c1 | 60
O=C1c2ccccc2C(=O)N1/N=C\c1c(O)ccc2ccccc12 | 80
Cc1ccc(-n2ncc3c(=O)n(NC(=O)c4ccc(-c5ccccc5)cc4)cnc32)cc1C | 57&64
Cc1cnc2c(c1)C(=O)CCC2 | 55
O=C(/C=C/c1ccc([N+](=O)[O-])s1)Nc1ccc(I)cc1 | 61

(cont.)
SMILES | RMI FANCM FP
Cc1nc2ccc(NC(=O)CNC(=O)c3ccccc3)cc2c(=O)n1-c1ccc(Cl)cc1 | 66
CCOC(=O)c1nn(-c2ccccc2C)c(=O)cc1OCc1c(F)cccc1Cl | 52
CCc1ccc(S(=O)(=O)NCCc2csc3nc(-c4cccc(F)c4)nn23)s1 | 72
COc1ccc(NC(=O)C(C)Sc2ncc(-c3cccc(Br)c3)o2)cc1 (centres undefined) | 77
CN(C)c1ccc(C(CNC(=O)Cc2cccc3ccccc23)N2CCCC2)cc1 (centres undefined) | 61
CC12CCC(C(=O)O)(C/C1=N/O)C2(C)C (centres undefined) | 59
O=[N+]([O-])c1cccc(-c2noc(C(F)(F)F)n2)c1 | 56
CCSc1nnc(NC(=O)CSc2cn(Cc3ccc(Br)cc3)c3ccccc23)s1 | 63
CCc1cc2c(=O)c(-c3nc4ccccc4[nH]3)coc2c(CN2CCCC(C)(C)C2)c1O | 55
Cc1ccc(C2=NC(C)(C)N(C(=O)c3ccc(Cl)cc3)C2=S)cc1 | 60
Cc1nc(C(F)(F)F)c(C(=O)O/N=C(/N)c2cccc(C(F)(F)F)c2)s1 | 63
COc1ccc(C)cc1NC(=O)c1cc(=O)c(OC)c[nH]1 | 62
O=C(Nc1nc(C(=O)NCc2cccnc2)cs1)c1ccccc1 | 57
OC(c1ccccc1)C1CCCCC1 (centres undefined) | 50
COc1ccc2nc(Nc3nc4ccc5nc(C)sc5c4s3)sc2c1 | 108
COc1ccccc1NC(=O)Nc1nc(CC(=O)Nc2ccc(Br)cc2F)cs1 | 79
O=C(NCCOc1ccc(-c2cccs2)nn1)Nc1ccc(Cl)cc1Cl | 81
O=C(c1cccs1)N1CCc2ccc(NS(=O)(=O)c3cccc(Cl)c3)cc2C1 | 71
CCOC(=O)c1ccccc1NC(=O)CSc1nc(=O)n(CCN(CC)CC)c2c1CCCC2 | 51
N#Cc1ccc(Sc2ccccc2)nc1 | 60
O=C(c1ccccc1F)N1c2ccccc2CCc2ccccc21 | 62
CCCCCCCCCCCOc1ccc(C(=O)Oc2ccc(OCCCCCCCC)cc2)cc1 | 54
Cc1sc2nc3scc(C)n3c(=O)c2c1C | 63
COc1ccccc1Oc1ccc(C(F)(F)F)cc1NC(=O)c1cc2ccccc2oc1=O | 55
COc1ccc(NC(=O)Nc2ccc(-c3csc4nc(C)cc(=O)n34)cc2)c(OC)c1 | 64
CNC(=O)C(=O)Nc1cc(C)ccc1C | 64
COc1ccc(OC)c(-c2ccc(N3CCN(C(=O)C(F)(F)F)CC3)nn2)c1 | 69
COc1ccc2nc(-c3ccc(NS(=O)(=O)c4ccc(F)c(C)c4)cc3)cn2n1 | 73
N#Cc1nc(-c2ccc(S(=O)(=O)N3CCOCC3)cc2)oc1NCCCn1ccnc1 | 150
Cc1ccc(-n2ncc3c(C4CC4)nn(CC(=O)Nc4cc(C)on4)c(=O)c32)c(C)c1 | 66
CCOC(=O)C1CCN(Cc2cc(Cl)c3cccnc3c2O)CC1 | 57
COc1ccc(C/C(C)=N\NC(N)=O)cc1OC | 62
Cn1c(=O)n(Cc2ccc(F)cc2)c(=O)c2c1nc1oc(-c3ccc(Cl)cc3)cn12 | 87
Cc1cc(C)cc(C(=O)Nc2cccc(-c3ccc4nncn4n3)c2)c1 | 71
Cc1nn(-c2ccccc2)nc1C(=O)N1CCC(O)(c2ccc(Cl)cc2)CC1 | 60
Cc1ccccc1OCC(O)CNc1ccccn1 (centres undefined) | 77

Entries above containing fluorine, in the order listed:
SMILES | RMI FANCM FP
COc1ccccc1CCNC(=O)C(=O)Nc1ccccc1F | 61
O=C(O)/C=C/C(=O)NCCNc1ncc(C(F)(F)F)cc1Cl | 55
COC(=O)c1cnc2cc(C(F)(F)F)ccc2c1OC | 63
O=C(Nc1ccc(C(F)(F)F)cc1)N1CCN(c2ccc(-c3ccco3)nn2)CC1 | 84
CCOC(=O)C(Sc1n[nH]c(C(F)(F)F)n1)C(C)=O (centres undefined) | 58
O=C(CSc1ccc2nnc(-c3cccc(F)c3)n2n1)c1ccccc1 | 60
O=c1cc(C(F)(F)F)[nH]c2n[nH]c(-c3cccs3)c12 | 56
O=C(Cc1cccs1)Nc1cc(C(F)(F)F)ccc1OCC(F)(F)F | 59
CCc1nc2c(sc3cccc(F)c32)c(=O)n1CC(=O)NCc1ccc(Cl)cc1 | 127
O=S(=O)(Nc1ccc(-c2csnn2)cc1)c1cc(C(F)(F)F)cc(C(F)(F)F)c1 | 60
CCOC(=O)c1nn(-c2ccccc2C)c(=O)cc1OCc1c(F)cccc1Cl | 52
CCc1ccc(S(=O)(=O)NCCc2csc3nc(-c4cccc(F)c4)nn23)s1 | 72
O=[N+]([O-])c1cccc(-c2noc(C(F)(F)F)n2)c1 | 56
Cc1nc(C(F)(F)F)c(C(=O)O/N=C(/N)c2cccc(C(F)(F)F)c2)s1 | 63
COc1ccccc1NC(=O)Nc1nc(CC(=O)Nc2ccc(Br)cc2F)cs1 | 79
O=C(c1ccccc1F)N1c2ccccc2CCc2ccccc21 | 62
COc1ccccc1Oc1ccc(C(F)(F)F)cc1NC(=O)c1cc2ccccc2oc1=O | 55
COc1ccc(OC)c(-c2ccc(N3CCN(C(=O)C(F)(F)F)CC3)nn2)c1 | 69
COc1ccc2nc(-c3ccc(NS(=O)(=O)c4ccc(F)c(C)c4)cc3)cn2n1 | 73
Cn1c(=O)n(Cc2ccc(F)cc2)c(=O)c2c1nc1oc(-c3ccc(Cl)cc3)cn12 | 87

Next structures:
SMILES | RMI FANCM FP
COc1ccccc1NC(=O)CC(NCCNCc1ccccc1)C(=O)O (centres undefined) | 63
O=S(=O)(c1ccc(Cl)cc1)N1CCN(c2ccnc3cc(Cl)ccc23)CC1 | 61
Cc1nnsc1-c1nnc(C2CCCCC2)o1 | 65
C=CCn1c(SCC(=O)Nc2sc(C)c(C)c2C(=O)OCC)nc2scc(-c3ccc(OC)cc3)c2c1=O | 74
O=Nc1ccc2oc(=O)ccc2c1 | 50
COc1ccc(Nc2ccc([N+](=O)[O-])c(Nc3ccc(OC)cc3)n2)cc1 | 56
CC(C)(C)SCCSCCS(=O)(=O)CCSCCSC(C)(C)C | 62
N[C@@H](Cc1ccc(O)c(I)c1)C(=O)O | 51
Cc1cc(C)cc(NC(=O)NCC(O)c2ccccc2)c1 (centres undefined) | 55
O=C(NCc1cccs1)c1csc2nc(-c3ccc(F)cc3)cn12 | 71
CCOc1ccc(OCC(=O)NNC(=O)c2ccc(=O)n(Cc3ccccc3)c2)cc1 | 61
CCCCCCOc1ccc(OS(=O)(=O)c2cc(S(=O)(=O)Oc3ccc(OCCCCCC)cc3)c3cccc4c3c2NC4=O)cc1 | 53
COc1cccc2sc(N(Cc3cccnc3)C(=O)C3CCN(S(=O)(=O)c4cccs4)CC3)nc12 | 64
O=C(Nn1c(=S)[nH]c2ccccc2c1=O)c1cccnc1 | 54
Cc1ccc2ncc(C(=O)Nc3ccc(Br)cc3C)c(=O)n2c1 | 53
COc1ccc(C(=O)ON=C2C=C(C)C(=O)C(C)=C2)cc1 | 61
CC(C(=O)Nc1ccc2c(c1)OCCO2)S(=O)(=O)c1ccc2c(c1)S(=O)(=O)N=CN2 (centres undefined) | 65
CCC(=O)N1CCCc2cc(NS(=O)(=O)CC(C)C)ccc21 | 70
Cc1cc(N/C=C(\C#N)S(=O)(=O)c2ccccc2Cl)nc(C)n1 | 58
COC(=O)c1ccc(N2C(=O)C3CC=CCC3C2=O)cc1 (centres undefined) | 57
O=C(CSc1c[nH]c2ccccc12)NCC1CCCO1 (centres undefined) | 63
Cc1nc2c(-c3ccccc3)c(C)nn2c(NCc2cccnc2)c1Cc1ccccc1 | 64
Cc1c(C(=O)NCC2COC3(CCCC3)O2)cccc1[N+](=O)[O-] (centres undefined) | 52
Cc1ccccc1NC(=O)N(C1=NCCC1)c1cccc(F)c1 | 54
Cc1cc(-c2csc(N)n2)ccc1Cl | 56
Cc1ccc(-c2cc(COC(=O)c3ccco3)no2)cc1 | 53
COc1cccc(-c2nc(CSc3nc4ccccc4c(=O)n3C)c(C)o2)c1OC | 66
Cc1ccc(/C=N\NC(=O)CNC(=O)c2ccccc2C(F)(F)F)o1 | 63
CCn1nc(C(=O)N(Cc2cccnc2)c2nc3cc(C)c(C)cc3s2)cc1C | 62
Cc1cc(C)c(C(=O)NCCN2CCN(c3ccccc3F)CC2)c(C)c1 | 66
CC(=O)Oc1c(-c2ccccc2)sc2ccccc12 | 54
N#Cc1c(NC(=O)c2ccno2)sc2c1CCCCC2 | 54
COC(=O)c1ccc(NC(=O)Cn2cnc(-c3ccc(OC)cc3)cc2=O)cc1 | 137
COc1ccc(S(=O)(=O)NCCc2sc(-c3cccnc3)nc2C)c(F)c1 | 60
CN(C)c1ccc(C2Nc3ccccc3C(=O)N2CCCN2CCOCC2)cc1 (centres undefined) | 60
CC(=O)c1ccc(NC(=O)CC(C)n2nc(C)cc2C)cc1 (centres undefined) | 62
COc1ccc(NC(=O)C(=O)NCCN2CCN(c3ccccc3F)CC2)cc1 | 65

Not all compounds are listed (hit frequency here may not be typical).
